Screens as filed in PubChem.
ERG-DNA inh – inhibitors of human ERG Ets domain-DNA interaction. P11308. fluorescence polarization, His-ERG Ets domain / labelled DNA. Potency, µM (highest dose often 76.9 µM), for the others: at the top dose FP activity, negative = inhibition, actives largely listed as inhibitors. hit rate 0.028% among 370,000; active = well fitted inhibition curve with a large enough effect in the polarisation, with a control signal flat; inconclusive = small, poorly fitted or top-dose-only effect, or effect the other way, or a change in a side signal; inactive = no such curve, though single readings can be large or run the other way; the % refers to the polarisation;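 note: polarization taken with two DNA probes labelled with fluorescein and Texas red; potency is the fitted concentration of half-maximal effect; % of control where 0% means no effect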
Target sequence (P11308 whole entry, looked up, the tested form may be a part): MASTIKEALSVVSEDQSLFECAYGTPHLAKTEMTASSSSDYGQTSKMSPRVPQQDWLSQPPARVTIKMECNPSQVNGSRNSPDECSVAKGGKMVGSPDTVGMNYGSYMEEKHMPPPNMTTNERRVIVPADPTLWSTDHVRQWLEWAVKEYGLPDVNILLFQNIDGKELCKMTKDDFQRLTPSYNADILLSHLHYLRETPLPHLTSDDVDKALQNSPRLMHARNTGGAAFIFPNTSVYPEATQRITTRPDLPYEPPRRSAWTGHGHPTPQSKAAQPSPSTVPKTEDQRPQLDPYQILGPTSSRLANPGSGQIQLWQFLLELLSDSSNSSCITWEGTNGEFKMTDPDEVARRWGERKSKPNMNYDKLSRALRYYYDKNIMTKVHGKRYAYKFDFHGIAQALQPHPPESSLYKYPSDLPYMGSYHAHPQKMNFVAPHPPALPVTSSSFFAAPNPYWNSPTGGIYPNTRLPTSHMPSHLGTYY
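His-tagged ERG Ets domain (1 uM in the protein solution; 300mM KCl, 50mM Tris-HCl, 1mM EDTA, 1mM DTT, pH 7.5) received compound, then a probe mix of 5 nM fluorescein-DNA and 100nM Texas-615-DNA. Fluorescence polarization was read for both dyes.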
POLH inh – inhibitors of human DNA polymerase eta; recombinant Pol eta, fluorescent DNA replication assay; Potency, µM (top dose mostly 114 µM), for inactives: top-dose activity change, negative = inhibition, usual class: inhibitors; hit rate 1.2% among 390,000; AID 588591; note: potency is the fitted concentration of half-maximal effect; % is set by controls: 0 for no effect and ±100 for the full control effect
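Fluorescent replication assay: 50 nM final substrate added after a 15 min room-temperature compound preincubation with 10 nM enzyme. Signal taken at 0 min and again at 10 min.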
LDHA block – inhibitors of human lactate dehydrogenase A | P00338 | purified LDHA, NADH/diaphorase-resazurin fluorescence; active compounds read low | activity change, % (values are at about 110 or 230 µM) | hit rate 0.15% among 480,000 | AID 1347041; in the data active = activity change below about -30%; inconclusive = mostly about -25% to -30%;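 note: plate controls were DMSO wells for no effect and wells without enzyme for full effect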
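Remaining NADH was detected by diaphorase (0.133 mg/mL) converting 37 µM resazurin to fluorescent resorufin, read at 0 and 20 minutes. The preceding 5-minute room-temperature reaction used 2 nM LDHA, 0.2 mM sodium pyruvate and 0.06 mM NADH at pH 7.4.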
Pol kappa inh – inhibitors of human DNA polymerase kappa. purified Pol kappa, fluorescent DNA synthesis assay, 10 min. Potency, µM (doses to about 107 µM), for inactives: at the top dose activity, negative = inhibition, usual class: inhibitors. Q9UBT6. hit rate 0.53% among 400,000; note: potency is the fitted concentration of half-maximal effect; % is set by controls: 0 for no effect and ±100 for the full control effect
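50 nM final substrate added after 15 min RT preincubation of 10 nM Pol kappa with compound; fluorescence read at 0 and 10 min.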
RGS4 inhibitor – inhibitors of human regulator of G protein signaling 4 | AID 504845 | P49798 | Transcreener GDP fluorescence polarization, RGS4-accelerated GTP hydrolysis | Potency, µM (series often up to 114 µM), for inactives: at the top dose activity change, negative = inhibition, most hits filed as inhibitors | hit rate 0.039% among 390,000; note: potency is the fitted concentration of half-maximal effect; % is set by controls: 0 for no effect and ±100 for the full control effect; nearly all actives have a fitted effect of over 75% in size; some results filed as inactive show a strong effect at the top dose
Target sequence (P49798 whole entry, looked up): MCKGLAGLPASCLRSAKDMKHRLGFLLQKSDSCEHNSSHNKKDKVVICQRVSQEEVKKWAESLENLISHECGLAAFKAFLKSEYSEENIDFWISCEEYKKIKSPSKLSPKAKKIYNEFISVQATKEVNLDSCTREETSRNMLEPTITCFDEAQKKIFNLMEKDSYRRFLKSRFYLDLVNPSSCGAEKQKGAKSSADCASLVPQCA
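MLSMR compounds (23 nl, pin-transferred) preincubated 10 min at room temperature with a 500nM (2x) first reagent, then RGS4 at 900nM (2x) plus Transcreener GDP mix added; fluorescence polarization (620/688 nm) read before and after 90 min at 30 °C.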
Anesthetic bind – candidate novel general anesthetic via apoferritin binding | AID 485281 | hit rate 0.074% among 350,000 | apoferritin/1-aminoanthracene competitive binding, fluorescence | P02791 | Potency, µM (highest dose often 77.5 µM), without a hit: top-dose activity change, negative = displacement, most hits filed as inhibitors; note: potency is the fitted concentration of half-maximal effect; % is set by controls: 0 for no effect and ±100 for the full control effect; nearly all actives have a fitted effect of over 20% in size
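Probe: 1-aminoanthracene (50% saturated, PBS). Protein: horse-spleen apoferritin, 10 uM. Incubation: 10 min, room temperature. Detection: 380 nm excitation, 535 nm emission. Analysis: normalized response, four-parameter Hill.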
12-LOX inh – blocks human arachidonate 12S-lipoxygenase. P18054. purified 12hLO, xylenol orange hydroperoxide absorbance. Potency, µM (top dose mostly 108 µM), for the others: at the highest dose activity change, negative = inhibition, usual class: inhibitors. hit rate 1.1% among 580,000. AID 1671190; note: potency is the fitted concentration of half-maximal effect; % is set by controls: 0 for no effect and ±100 for the full control effect
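Hydroperoxide product was detected by ferrous iron/xylenol orange as the 573 to 405 nm absorbance ratio. Arachidonic acid at 40 uM (final) was turned over for 30 min at room temperature by 150 nM human 12hLO, pH 7.0 Hepes buffer, after 15 min compound preincubation.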
APEX1 inh – APE1 (human) endonuclease inhibition. recombinant APE1, TAMRA/BHQ-2 abasic DNA cleavage fluorescence. P27695. Potency, µM (top dose mostly 65.8 µM), for the others: at the top dose activity change, negative = inhibition, most hits filed as inhibitors. hit rate 0.35% among 350,000;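 note: potency is the fitted concentration of half-maximal effect; plate controls were vehicle for no effect and reference inhibitor for full effect; nearly all actives have a fitted effect of over 55% in size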
Target sequence (P27695 whole entry, looked up): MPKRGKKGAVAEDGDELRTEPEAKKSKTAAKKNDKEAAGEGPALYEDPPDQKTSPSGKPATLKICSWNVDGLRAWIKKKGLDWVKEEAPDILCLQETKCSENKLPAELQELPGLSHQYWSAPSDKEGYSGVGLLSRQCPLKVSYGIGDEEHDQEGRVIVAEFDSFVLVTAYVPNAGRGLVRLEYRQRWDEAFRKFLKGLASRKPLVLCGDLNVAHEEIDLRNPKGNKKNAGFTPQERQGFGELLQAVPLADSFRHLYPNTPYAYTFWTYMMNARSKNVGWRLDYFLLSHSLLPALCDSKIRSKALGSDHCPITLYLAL
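Activity was derived from the fluorescence gain between first and third kinetic reads (60 s intervals, ex 525/em 598 nm) after 50 nM THF-abasic TAMRA/BHQ-2 duplex was added to 0.75 nM APE1 preincubated 15 min with compound.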
Pol beta inh – blocks human DNA polymerase beta activity. P06746. Pol beta primer extension/strand displacement, fluorescence kinetic. Potency, µM (highest dose often 114 µM), inactives show at the highest dose activity change, negative = inhibition, usual class: inhibitors. hit rate 1.3% among 340,000. AID 485314; note: potency is the fitted concentration of half-maximal effect; % is set by controls: 0 for no effect and ±100 for the full control effect
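Curves were derived by four-parameter Hill fits of normalized qHTS data. The kinetic fluorescent primer-extension read was taken at 0 and 10 min after 50 nM substrate, following a 15 min room-temperature preincubation of 10 nM enzyme with compounds.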
* marks the source's active call; other numbers are inactive results; ? = inconclusive; nt = no result given; & = joins results of further samples; [ ] = another dose, or the depositor's remark. Unless noted, calls come from the whole dose curve; as a rule, active = well fitted curve in the direction sought with a large enough effect; inconclusive = small, poorly fitted or top-dose-only effect, or another doubt; inactive = no such curve, though single readings can be large; an effect the other way counts as inactive or inconclusive. Some of the compounds tested (hit frequency here may not be typical).

Compound	ERG-DNA inh	POLH inh	LDHA block	Pol kappa inh	RGS4 inhibitor	Anesthetic bind	12-LOX inh	APEX1 inh	Pol beta inh
CC(C)c1ccc(NC(=O)C(Cc2ccccc2)n2cccc2)cc1 (stereo not given)	10%	-10%	-4	-25%	17%	-6%	0%	nt	-10%
Cc1ccc(-c2csc3nc[nH]c(=S)c23)cc1C	0%	-13%	-4	-8%	-34%	-18%	28µM*	-2%	21%
COCCC(=O)N1CCC(Oc2ccc(C(=O)NCCc3ccccn3)cc2)CC1	10%	0%	-3	-3%	36%	-2%	-3%	12%	18%
CCOc1ccc(S(=O)(=O)N2CCCCC2)c2ccccc12	7%	-4%	2	-6%	-16%[11.4 µM]	-7%	8%	?	4%
CC(CCN1CCN=C1Nc1ccccc1)c1ccccc1 (stereo not given)	5%	-3%	-10	-5%	13%	-12%	11%	18%	-31%
Cc1ccc(C(=O)Nc2c(C(=O)NCc3ccc(Cl)cc3)sc3nc(C)cc(C)c23)cc1	0%	nt	-15	-1%	9%	-17%	-24%	nt	1%
CN(C)CCCNC(=S)N1CCn2c(nc3ccccc32)C1	-18%	1%	-10	-5%	8%	-9%	10%	0%	0%
CN(CC(=O)NCc1ccc(F)cc1)S(=O)(=O)c1ccc2[nH]c3c(c2c1)CCCC3	3%	-9%	1	-21%	19%	77%[activator]	?	nt	0%
CCCCCCCCC(=O)NNC(=O)c1c(O)c2ccccc2n(CCC)c1=O	-20%	-10%	-3	4%	-17%	-12%	9%	2%	0%
OC1CCCN(Cc2ccc3c(c2)Cc2ccccc2-3)C1 (stereo not given)	1%	-18%	2	-4%	-8%	-15%	12%	-5%	52%
O=C1C(=O)c2c(C(=O)c3ccccc3)coc2-c2ccccc21	nt	-7%	39	-4%	?	-20%	?	-11%	16%
O=C(c1ccc(F)cc1)N1CCCC(C(=O)N2CCN(c3ccccc3)CC2)C1 (stereo not given)	-3%	-4%	-14	-11%	8%	-3%	78%[activator]	1%	-2%
O=S(=O)(Nc1ccc2c3c(cccc13)CC2)c1ccc(F)cc1	13%	?	-2	-18%	0%	?	-9%	-5%	-13%
O=S(=O)(NCc1ccc(Cl)cc1)c1cccc2cccnc12	3%	3%	-5	4%	15%	4%	-2%	16%	25%
N#CC1(NC(=O)CSc2n[nH]c(-c3ccccc3)n2)CCCCC1	-5%	-3%	-5	-5%	10%	nt	-30%	0%	nt
CCOC(=O)CC(NC(=O)CCc1c(C)nc2c(-c3ccccc3)c(C)nn2c1C)c1ccc(C)cc1 (stereo not given)	1%	-18%	5	-5%	-15%	128%[activator]	-21%	nt	-1%
O=C(CSc1ccc(Cl)cc1)Nc1nnc(-c2cccc([N+](=O)[O-])c2)s1	11%	-18%	0	2%	-38%	2%	-5%	?	2%
CCOc1ccccc1NC(=O)NS(=O)(=O)c1ccc(C)cc1	-1%	0%	3	-1%	14%	-9%	-14%	5%	-2%
COc1ccccc1CNC(=O)COc1ccc(C)nc1[N+](=O)[O-]	7%	-11%	-1	-3%	22%	-9%	-1%	-4%	16%
CN1CC=C2C(C#N)=C(N)C(C#N)(C#N)C(Cc3ccccc3)C2C1 (stereo not given)	-15%	4%	8	-22%	-5%	43%[activator]	0%	-4%	18%

Compound	ERG-DNA inh	POLH inh	LDHA block	Pol kappa inh	RGS4 inhibitor	Anesthetic bind	12-LOX inh	APEX1 inh	Pol beta inh
Cc1ccc2[nH]c(=O)c(COC(=O)c3cccs3)cc2c1	nt	-7%	7&-3	-15%	-14%	1%	?	10%	33%
NC(=O)c1ccc(NC(=O)CCCNC(=O)c2ccc(Cl)cc2)cc1	-9%	-3%	-2	3%	-14%	31%[activator]	0%	8%	3%
CC(NC(=O)c1cccc2ccccc12)c1ccc2c(c1)CCCC2 (stereo not given)	2%	-23%	-3	-8%	-1%	-6%	-3%	4%	-1%
CCOC(=O)c1[nH]c2ccc(OC)cc2c1NC(=O)CN1CCSCC1	5%	-7%	0	-4%	6%	-4%	-12%	-2%	0%
COc1ccccc1NC(=O)CCn1nc(-c2ccccc2)c2ccccc2c1=O	1%	nt	9	-24%	-94%	-8%	-2%	nt	-30%
Cc1nnc(NC(=O)C2CC(=O)N(c3ccccc3)C2)s1 (stereo not given)	8%	-3%	-1	-5%	-33%	6%	-27%	-1%[12.4 µM]	-1%
Cc1ccc(C(=O)CSc2nnc(COc3ccccc3)o2)cc1	-8%	-18%	-1	1%	-8%	?	3%	-2%	?
O=C(c1ccc(NS(=O)(=O)c2ccc(Cl)cc2)cc1)N1CCOCC1	8%	-6%	-6	-3%	6%	-13%	4%	-2%	7%
CCc1ccc(NC(=O)C2CCC(CNS(=O)(=O)c3ccc4c(c3)CC(C)N4C(C)=O)CC2)cc1 (stereo not given)	2%	-20%	-13	11%	5%	-8%	4%	nt	7%
Cc1cc(Cl)ccc1NC(=O)C1CCCN1S(=O)(=O)c1ccc2c(c1)CCCC(=O)N2 (stereo not given)	-2%	-5%	-2	-5%	-13%	0%	-25%	nt	17%
CCOC(=O)c1cccc(Nc2c3c(nc4ccccc24)CCC3)c1	-3%	-3%	-4	-6%	15%	-19%	-24%	nt	50%
CC(C)n1c2ccccc2c2nnc(SCC(=O)Nc3ccccc3C(=O)O)nc21	-12%	-17%	-6	-8%	?	-10%	-4%	2%	?
CCOC(=O)C1(CC2CCCCO2)CCN(Cc2nccn2-c2cccc(C)c2)CC1 (stereo not given)	-7%	-8%	-1	-2%	-1%	-15%	-1%	2%	17%
CCOC(=O)C1(CC2CCCCO2)CCN(S(=O)(=O)c2c(C)nn(C)c2C)CC1 (stereo not given)	-2%	-9%	-3	-14%	-5%	-9%	-17%	1%	1%
CSc1ccc(/C=C(/NC(=O)c2ccc(C)cc2)C(=O)Nc2cccc(C)c2)cc1	1%	6%	-9	-7%	-29%	-1%	-8%	3%	0%
COc1ccc(-c2n[nH]c3c2C(c2ccc(O)cc2)N(c2ccc(Br)cc2)C3=O)cc1 (stereo not given)	-5%	-20%	-1	-11%	9%	37%[activator]	?	nt	11%
O=C(CSc1ncnc2ccccc12)NCCCO	-1%	-17%	-4&-15	-8%	1%	14%	-2%&7%	-1%	12%
Cc1ccc(-c2noc(-c3ccccc3C(=O)NCc3ccco3)n2)cc1	-5%	-11%	-8	2%	-18%	-10%	?	-8%	-3%
Oc1c(Br)cc(Br)cc1-c1nc2ccccc2s1	-2%	-1%	3	-12%	-20%	32%[activator]	-10%	nt	6%
C/C(=N\NC(=O)c1ccccn1)c1ccc(Cl)cc1	0%	5%	2	-4%	8%	6%	0%	11%	-15%

Ordered by molecular weight (descending): part of the list above
Compound	ERG-DNA inh	POLH inh	LDHA block	Pol kappa inh	RGS4 inhibitor	Anesthetic bind	12-LOX inh	APEX1 inh	Pol beta inh
CCc1ccc(NC(=O)C2CCC(CNS(=O)(=O)c3ccc4c(c3)CC(C)N4C(C)=O)CC2)cc1 (stereo not given)	2%	-20%	-13	11%	5%	-8%	4%	nt	7%
CCOC(=O)C1(CC2CCCCO2)CCN(S(=O)(=O)c2c(C)nn(C)c2C)CC1 (stereo not given)	-2%	-9%	-3	-14%	-5%	-9%	-17%	1%	1%
CC(C)n1c2ccccc2c2nnc(SCC(=O)Nc3ccccc3C(=O)O)nc21	-12%	-17%	-6	-8%	?	-10%	-4%	2%	?
Oc1c(Br)cc(Br)cc1-c1nc2ccccc2s1	-2%	-1%	3	-12%	-20%	32%[activator]	-10%	nt	6%
O=C(c1ccc(NS(=O)(=O)c2ccc(Cl)cc2)cc1)N1CCOCC1	8%	-6%	-6	-3%	6%	-13%	4%	-2%	7%
NC(=O)c1ccc(NC(=O)CCCNC(=O)c2ccc(Cl)cc2)cc1	-9%	-3%	-2	3%	-14%	31%[activator]	0%	8%	3%
CC(NC(=O)c1cccc2ccccc12)c1ccc2c(c1)CCCC2 (stereo not given)	2%	-23%	-3	-8%	-1%	-6%	-3%	4%	-1%
Cc1nnc(NC(=O)C2CC(=O)N(c3ccccc3)C2)s1 (stereo not given)	8%	-3%	-1	-5%	-33%	6%	-27%	-1%[12.4 µM]	-1%
Cc1ccc2[nH]c(=O)c(COC(=O)c3cccs3)cc2c1	nt	-7%	7&-3	-15%	-14%	1%	?	10%	33%
O=C(CSc1ncnc2ccccc12)NCCCO	-1%	-17%	-4&-15	-8%	1%	14%	-2%&7%	-1%	12%
C/C(=N\NC(=O)c1ccccn1)c1ccc(Cl)cc1	0%	5%	2	-4%	8%	6%	0%	11%	-15%
